TAAR1 ag – human TAAR1 agonism. CHO RD-HGA16 TAAR1, Fluo-8 calcium fluorescence; vehicle wells 0%, saturating PEA agonist 100%. activation, % at 3 µM. Q96RJ0. actives 0.99% (n = 360,000);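 active = activation above the mean activation of all test compounds in the run plus 3 SD, cut at about 38% in these data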
Target sequence (Q96RJ0 whole entry, looked up): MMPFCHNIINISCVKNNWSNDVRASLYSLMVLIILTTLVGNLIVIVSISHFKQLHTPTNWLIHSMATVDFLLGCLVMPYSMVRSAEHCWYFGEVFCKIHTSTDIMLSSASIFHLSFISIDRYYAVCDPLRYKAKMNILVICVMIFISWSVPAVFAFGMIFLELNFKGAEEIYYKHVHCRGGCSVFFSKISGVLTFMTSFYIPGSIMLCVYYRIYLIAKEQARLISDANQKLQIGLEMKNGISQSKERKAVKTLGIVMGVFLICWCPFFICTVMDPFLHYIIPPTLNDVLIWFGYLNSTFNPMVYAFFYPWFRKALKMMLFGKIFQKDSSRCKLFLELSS
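System: CHO RD-HGA16 cells carrying human TAAR1 plus Gα16; Incubation: 17-24 h seeding, 75 min 37 °C dye, 30 min RT; Measured by: Fluo-8 fluorescence, 5 s baseline then 140 s kinetic read; Control set: DMSO and PEA EC100; Replication: single well for each compound.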
CHO parental Ca – counter-screen: ATP calcium response change in parental CHO cells; parental CHO-K1, ATP-induced calcium, Fluo-8 fluorescence; inhibition, % at 5.6 µM; actives 0.63% (n = 330,000);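 active = inhibition above that plate's mean sample inhibition plus 3 SD, cut at about 26% in these data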;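 note: 0% = ATP-challenged DMSO wells and 100% = DMSO wells without ATP; some compounds past the cut are filed as inactive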
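Assay system – parental CHO cells · Reagent – ATP stimulus · Detection – intracellular calcium via Fluo-8 no-wash fluorescent dye · Evaluation – percent inhibition of ATP-evoked calcium rise, normalized to controls · Controls – ATP wells versus no-ATP DMSO wells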
M1 ag – activates human CHRM1 receptor; P11229; AID 588814; actives 0.33% (n = 360,000); activation, % at 3 µM; CHO-K1 hM1, Fluo-8 calcium fluorescence, agonist mode; 0% DMSO, 100% acetylcholine EC100;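 active = activation above the run's mean compound activation plus 3 SD, cut at about 16% in these data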;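 note: peak over basal fluorescence ratio within a 140 s kinetic read after compound addition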
Target sequence (P11229 whole entry, looked up): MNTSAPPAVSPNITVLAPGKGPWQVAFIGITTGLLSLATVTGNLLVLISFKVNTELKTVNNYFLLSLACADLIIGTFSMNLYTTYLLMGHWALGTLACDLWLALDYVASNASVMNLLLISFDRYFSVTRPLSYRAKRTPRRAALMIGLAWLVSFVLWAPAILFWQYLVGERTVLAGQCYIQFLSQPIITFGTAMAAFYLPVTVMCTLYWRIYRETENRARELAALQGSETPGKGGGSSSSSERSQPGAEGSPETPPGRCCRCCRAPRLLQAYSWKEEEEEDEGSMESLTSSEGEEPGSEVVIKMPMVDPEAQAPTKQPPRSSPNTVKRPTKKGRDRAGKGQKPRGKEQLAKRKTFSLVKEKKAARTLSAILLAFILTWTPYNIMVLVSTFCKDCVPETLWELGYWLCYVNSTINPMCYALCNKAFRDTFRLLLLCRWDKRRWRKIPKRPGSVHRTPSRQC
M1 PAM – positive allosteric modulators of human M1 muscarinic receptor. P11229. CHO-K1 hM1, Fluo-8 calcium fluorescence, ACh EC20; 0% = ACh EC20, 100% = maximal ACh. activation, % at 3 µM. actives 0.088% (n = 360,000); in the data active = activation above about 19%, passing the limit was not always enough
M1 antag – blocks human M1 muscarinic receptor; CHO-K1 hM1, Fluo-8 calcium fluorescence, ACh EC80 antagonist; AID 588852; inhibition, % at 3 µM; actives 1.3% (n = 360,000); P11229;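 active = percent inhibition above its own plate's cutoff, namely the mean of that plate's compound wells plus 3 SD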;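 note: peak over basal fluorescence ratio during 140 s after agonist addition; 0% = ACh EC80 plus DMSO and 100% = DMSO alone without agonist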
CHO-K1 Ca ag – M1 agonist counterscreen hit in parental CHO-K1 cells. Fluo-8 calcium fluorescence; scaled to maximal ATP response, vehicle zero. activation, % at 3 µM. actives 0.48% (n = 360,000); in the data active = activation above about 15%;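 note: untransfected CHO-K1 host cells lacking M1 receptor as counterscreen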
CHO-K1 Ca antag – nonselective inhibitor or artifact in parental CHO-K1 cells | inhibition, % at 3 µM | AID 602250 | actives 0.6% (n = 360,000) | ATP-induced calcium, Fluo-8 fluorescence;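 active = inhibition above a per-plate cutoff, the plate's mean sample inhibition plus 3 SD, cut at about 24% in these data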;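 note: 0% = DMSO plus EC80 ATP and 100% = DMSO alone without ATP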
TAAR1 antag – human TAAR1 antagonism; Q96RJ0; actives 1.5% (n = 360,000); CHO RD-HGA16 TAAR1, Fluo-8 calcium fluorescence, antagonist; inhibition, % at 3 µM;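 active = inhibition above a per-plate cutoff, the mean inhibition of test compounds on that plate plus 3 SD, cut at about 49% in these data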;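 note: 0% = DMSO plus EC80 beta-PEA response and 100% = DMSO alone without agonist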
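Material: CHO RD-HGA16 cells bearing hTAAR1; compound dosing: one-point dosing, 3 µM nominal final; schedule: dye loading 75 min at 37 °C, then 30 min room temperature; measured by: calcium fluorescence with Fluo-8; control set: vehicle and agonist controls; replication: n of 1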
M1 PAM parental – M1 PAM counterscreen hit in parental CHO-K1 cells. ATP EC20, Fluo-8 calcium fluorescence; 0% at ATP EC20, 100% at ATP max. activation, % at 3 µM. actives 0.02% (n = 360,000);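 active = activation above the run cutoff, the mean activation of all test compounds plus 3 SD, cut at about 40% in these data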;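 note: peak over basal fluorescence ratio in a 140 s read after ATP addition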
Starred values were filed as active, the others as inactive; · = no result given; & = joins results of further samples; ! = not confirmed by another sample. Compounds as they come; about 4.4% have a hit in one of these screens.

nr | Compound | TAAR1 ag | CHO parental Ca | M1 ag | M1 PAM | M1 antag | CHO-K1 Ca ag | CHO-K1 Ca antag | TAAR1 antag | M1 PAM parental
1 | CCOC(=O)c1ccc(NC(=O)CC2OCCN(CC)C2=O)cc1 (stereo not drawn) | 4 | -10 | -1 | 5 | 0 | 0.2 | -3 | 5 | 4
2 | CCc1nc2ccccc2c(C(=O)OCC(=O)C(C)(C)C)c1C | 5 | -35 | -13 | -3 | -5 | 1.5 | -5 | 7 | 16
3 | CN(C(=O)CC1C(=O)NCCN1CC(c1ccccc1)c1ccccc1)C(C1CC1)C1CC1 (stereo not drawn) | 3 | -32 | -6 | 7 | -13 | 0.4 | 0 | -22 | -11
4 | CCc1cc(=O)n2c([nH]c3ccccc32)c1C#N | 15 | -18 | -2 | 8 | -11 | 0.5 | 1 | 2 | 11
5 | CC(=O)NS(=O)(=O)c1ccc(NC(=O)c2cc(-c3ccc(C)cc3)nc3ccccc23)cc1 | 0 | -12 | -6 | 6 | -4 | -0.2 | 3 | -13 | -10
6 | COc1ccccc1N1CCN(C2CCCN(Cc3cc(F)cc(F)c3)C2)CC1 (stereo not drawn) | 2 | -19 | -10 | -2 | -2 | 0.3 | 2 | -24 | 5
7 | CCCN1CCC(NC(=O)Nc2cccc3ccccc23)CC1 | -2 | 6 | -5 | 4 | -11 | 0.3 | -15 | -4 | 17
8 | C[C@@H]1CN([C@H](C)CO)C(=O)c2c(c3ccccc3n2C)-c2ccccc2CO[C@H]1CN(C)C(=O)Cc1ccccc1 | 0 | · | -3 | 0 | -1 | 0.7 | -10 | -10 | 16
9 | CN1CCCCC1(C)C(=O)NCc1cc(Cl)ccc1F (stereo not drawn) | 1 | · | -9 | -3 | 8 | 0.5 | -7 | 3 | 26
10 | CC(C)CN(C(=O)CCC(=O)OC(C)C(=O)Nc1cccc(C#N)c1)c1c(N)n(CC(C)C)c(=O)[nH]c1=O (stereo not drawn) | 2 | 3 | -4 | 2 | 1 | 0.3 | 0 | -11 | 4
11 | Nc1ccc(Sc2nnnn2-c2ccccc2)c(Cl)c1 | 18 | 5 | -8 | -12 | 18 | 0.4 | -10 | 2 | 2
12 | Cc1cc(OC(C)C(=O)NCc2ccncc2)c2c(C)c(C)c(=O)oc2c1 (stereo not drawn) | 3 | -20 | -1 | 10 | -8 | 0.8 | -14 | -19 | 18
13 | CCS(=O)c1ccccc1C(=O)O (stereo not drawn) | 2 | 3 | -2 | -4 | 8 | -0.3 | 0 | -11 | -23
14 | CCc1nc(N2CCCC2C(=O)O)c2oc3ccccc3c2n1 (stereo not drawn) | 5 | -8 | -2 | 7 | -11 | 0.1 | 0 | -2 | 13
15 | CCCCNC(=O)N(O)C1N(/N=C/c2ccco2)C(=S)SC1(C)C (stereo not drawn) | 3 | -12 | -4 | 2 | 4 | 0.0 | -9 | -9 | 13
16 | CNC(=O)CSc1nnc(-c2cc(C)cc(C)c2)o1 | 21 | -13 | 2 | 14 | 0 | 0.5 | 0 | 1 | 8
17 | O=C(CSc1nnc(CNc2cccc(Cl)c2)o1)OC1CCCCC1 | 9 | 9 | -3 | 0 | 2 | 0.5 | 8 | 17 | 4
18 | CCOc1cc(C)c(Cl)cc1S(=O)(=O)n1cnc2ccccc21 | 0 | -9 | 0 | 8 | -3 | 0.5 | -2 | -13 | 14
19 | Cc1cc(Oc2ccccc2F)nc(NCc2ccccc2)n1 | 19 | · | 1 | 10 | -24 | 0.8 | 5 | 29 | 8
20 | CCc1nc2ccc(C(=O)N3CCN(C(C)=O)CC3)cn2c1N(C=O)Cc1ccc(OC)cc1 | 0 | · | -5 | 4 | -12 | 0.4 | -11 | 4 | 17

Additional structures follow:
nr | Compound | TAAR1 ag | CHO parental Ca | M1 ag | M1 PAM | M1 antag | CHO-K1 Ca ag | CHO-K1 Ca antag | TAAR1 antag | M1 PAM parental
21 | COc1cc(-c2nnc(SCC(=O)/C(C#N)=C(\C)N)o2)cc(OC)c1OC | 6 | -14 | -3 | -3 | 5 | 1.2 | -3 | -3 | 2
22 | COc1ccccc1-c1c(C)nn2c(-c3ccccc3)cc(C)nc12 | 1 | -20 | -4 | 12 | -18 | -0.1 | -9 | -34 | 13
23 | O=C(C1CCCO1)N(Cc1ccccc1)c1ccccc1 (stereo not drawn) | 9 | -6 | -3 | -3 | 6 | 0.5 | -5 | -4 | 14
24 | COc1ccc(S(=O)(=O)NC(C(=O)NCCc2ccccn2)C(C)C)cc1 (stereo not drawn) | 0 | -10 | -3 | 9 | -11 | 0.2 | -12 | -12 | 28
25 | O=C(Nc1cccc(C(F)(F)F)c1)c1ccc(-n2cncn2)nc1 | 8 | -6 | -8 | 13 | -5 | 3.0 | -4 | -4 | 22
26 | Cc1ccc(NC(=O)c2ccccn2)cc1S(=O)(=O)N1CCOCC1 | 0 | 5 | -2 | -3 | 7 | 0.2 | 0 | 2 | -10
27 | COc1ccc(OCCC(=O)Nc2ccccc2)cc1 | 0 | -7 | -3 | 3 | -1 | 0.2 | -6 | -18 | 7
28 | C[n+]1c2cc(N)ccc2cc2ccc(N)cc21 | 82* | · | 205* | -17&-17 | 14&11 | 210* | 25*! | 15&9 | 3&9
29 | Cc1cc(C)c(C(=O)Nc2ccc(C)c(C)c2)c(CC(C)(C)C(=O)O)c1 | 1 | -7 | -1 | -2 | 7 | 0.7 | -2 | -22 | 22
30 | NS(=O)(=O)c1ccc(CCNC(=O)Cc2cccs2)cc1 | 4 | -2 | -2 | 2 | -6 | 0.2 | 1 | -11 | -1
31 | COc1ccc(S(=O)(=O)NCCCn2ccnc2)cc1C(C)(C)C | 0 | -14 | -5 | 15 | -22 | 0.3 | -4 | -29 | 10
32 | O=C(NCc1cccnc1)C1CCN(S(=O)(=O)c2cccs2)CC1 | 11 | 12 | -7 | -5 | 5 | 0.6 | -8 | 20 | 20
33 | Cc1ccc(N2CC(C(=O)NCCS(=O)(=O)N3CCN(c4ccccc4)CC3)CC2=O)cc1C (stereo not drawn) | 2 | -12 | -1 | 3 | -4 | 11 | -1 | -13 | -2
34 | COc1ccc(CNC(=O)CN(C(=O)CCC(=O)Nc2ccccn2)c2ccccc2OC)cc1 | 6 | -1 | -1 | 5 | -11 | 1.2 | -9 | 10 | 14
35 | O=C(/C=C/c1ccc(Cl)cc1)N1CCN(c2ccccc2[N+](=O)[O-])CC1 | 0 | -15 | -11 | -4 | -2 | 1.4 | 14 | -8 | -12
36 | CC(C)C(C(=O)Nc1cccnc1)N1C(=O)c2ccccc2C1=O (stereo not drawn) | 4 | -6 | -3 | 10 | -13 | 0.0 | 9 | -12 | -5
37 | CSc1ncccc1C(=O)OCC(=O)NC(=O)NCCC(C)C | 10 | -15 | -3 | 8 | -10 | 1.3 | -22 | -9 | 24
38 | COc1ccc(/C=C/C(=O)Oc2cccc(/C=N/NC(=O)Cc3ccc(Br)cc3)c2)cc1 | 0 | -7 | -2 | 1 | -13 | 2.2 | -15 | -2 | 13
39 | Cc1ccc(S(=O)(=O)Cn2nnnc2C(CC(C)C)N2CCN(C(=O)c3ccco3)CC2)cc1 (stereo not drawn) | 4 | -14 | -4 | 11 | -12 | 0.9 | -8 | -20 | 23
40 | O=C(Nc1ccc(Cl)cn1)Nc1ccccc1F | 2 | -6 | -5 | 10 | -13 | 0.8 | -3 | -7 | 18

Rewritten with values under each structure: part of the list above.
Screens in order: TAAR1 ag	CHO parental Ca	M1 ag	M1 PAM	M1 antag	CHO-K1 Ca ag	CHO-K1 Ca antag	TAAR1 antag	M1 PAM parental
36) CC(C)C(C(=O)Nc1cccnc1)N1C(=O)c2ccccc2C1=O (stereo not drawn)
    4	-6	-3	10	-13	0.0	9	-12	-5
28) C[n+]1c2cc(N)ccc2cc2ccc(N)cc21
    82*	·	205*	-17&-17	14&11	210*	25*!	15&9	3&9
27) COc1ccc(OCCC(=O)Nc2ccccc2)cc1
    0	-7	-3	3	-1	0.2	-6	-18	7
8) C[C@@H]1CN([C@H](C)CO)C(=O)c2c(c3ccccc3n2C)-c2ccccc2CO[C@H]1CN(C)C(=O)Cc1ccccc1
    0	·	-3	0	-1	0.7	-10	-10	16

Profiles as entered above. Order of values: TAAR1 ag, CHO parental Ca, M1 ag, M1 PAM, M1 antag, CHO-K1 Ca ag, CHO-K1 Ca antag, TAAR1 antag, M1 PAM parental
Profile of `COc1cc(-c2nnc(SCC(=O)/C(C#N)=C(\C)N)o2)cc(OC)c1OC` : 6, -14, -3, -3, 5, 1.2, -3, -3, 2
Profile of `CC(C)C(C(=O)Nc1cccnc1)N1C(=O)c2ccccc2C1=O` (stereo not drawn) : 4, -6, -3, 10, -13, 0.0, 9, -12, -5
Profile of `Cc1ccc(S(=O)(=O)Cn2nnnc2C(CC(C)C)N2CCN(C(=O)c3ccco3)CC2)cc1` (stereo not drawn) : 4, -14, -4, 11, -12, 0.9, -8, -20, 23
Profile of `COc1ccccc1-c1c(C)nn2c(-c3ccccc3)cc(C)nc12` : 1, -20, -4, 12, -18, -0.1, -9, -34, 13
Profile of `COc1ccc(S(=O)(=O)NCCCn2ccnc2)cc1C(C)(C)C` : 0, -14, -5, 15, -22, 0.3, -4, -29, 10

Next part
nr | Compound | TAAR1 ag | CHO parental Ca | M1 ag | M1 PAM | M1 antag | CHO-K1 Ca ag | CHO-K1 Ca antag | TAAR1 antag | M1 PAM parental
41 | Cc1cc(C)nc(NS(=O)(=O)c2ccc(NC(=O)c3ccccc3C)cc2)n1 | 1 | -2 | -3 | 4 | -4 | 0.4 | -1 | -23 | 2
42 | CCc1nc2c(OCc3c(C)noc3C)cccn2c1N(C=O)Cc1ccccc1 | -2 | · | -6 | 2 | -3 | -0.4 | 6 | -67 | 1
43 | O=C(CSc1nc2ccccc2[nH]1)Nc1ccccc1N1CCOCC1 | 7 | -1 | -1 | 6 | 8 | 0.4 | 9 | -16 | -5
44 | CC1(C(=O)NS(=O)(=O)c2cccc(F)c2)CCN1C(=O)CC1CCCC1 (stereo not drawn) | 1 | · | -3 | 0 | -6 | -0.2 | 0 | -19 | -3
45 | Cc1ccccc1S(=O)(=O)Cc1ccc(C(=O)NC2CCCCC2)o1 | 1 | -18 | -2 | 6 | -11 | 1.9 | -2 | 1 | 17
46 | O=C(/C=C/c1ccc(OC(F)F)cc1)OCC(=O)N1CCc2ccccc21 | 4 | 8 | -4 | 3 | -7 | 0.5 | -12 | -24 | -12
47 | CCCN1C2CCCC1CC(NC(=O)c1ccccc1)C2 (stereo not drawn) | 6 | -9 | -6 | -16 | 42* | 0.0 | -1 | 5 | -3
48 | Cc1cccc(NC(=S)N(CCN(C)C)Cc2cccs2)c1 | 3 | -19 | -6 | -7 | -3 | 1.0 | -8 | -9 | 20
49 | CCCc1nc(N)nc2c1C(=O)CC(C)(C)C2 | 7 | 2 | -1 | 7 | -26 | 0.1 | -1 | -7 | 7
